Source: PubChem BioAssay
Large T inhibition – SV40 large T antigen inhibitors, biochemical (AID 1903); SV40 large T antigen ATPase/helicase inhibition assay; higher % means a stronger effect; inhibition, % at 20 µM; hits with a dose series show IC50 in µM; 310,000 compounds, 0.39% hits; in the data active = a potency from the dose series; inconclusive = inhibition mostly from about 32% at the one dose, without a potency; inactive = the rest, 99 in 100 with inhibition below about 32%; also: strong numbers were not always called active
UTI89 phage lysis – inhibition of K1F phage lysis, E. coli UTI89, bacterial capsule biogenesis inhibitors, alamar blue (AID 488966) | inhibition, % at 100 µM, or IC50 in µM where a hit was titrated | E. coli UTI89 K1F phage lysis, alamar blue, 2 h; higher % means a stronger effect | 340,000 compounds, 0.02% hits;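 active = phage lysis inhibition, versus mean bacterial control, above a set limit; inconclusive = no clear call, values can overlap the other calls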;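 also: capsule biogenesis inhibitors block K1F phage lysis so surviving cells raise fluorescence; higher fluorescence means more inhibition of phage lysis; actives were called in the ten point dose series up to 300 µM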
T cell HTS – modulators of CD8 T cell-vesicle binding, primary screen, mouse 2C CD8+ T cells, flow cytometry. 330,000 compounds, 0.068% hits. 2C CD8+ T cell-vesicle binding; active compounds read low. calls only at 7 µM. AID 2052, 2009;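 active = response, share of CD8 T cells binding vesicles, and their 90th percentile fluorescence all below set limits, cut at about 80% in these data, passing the limit was not always enough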
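System: murine 2C transgenic CD8+ T lymphocytes; also added: QL9-loaded Drosophila micro-vesicles; times: binding 1.5 h at 37 °C; measured by: flow cytometry, PE anti-B7-1 (FL2) versus Alexa647 anti-CD8 (FL8), PFA-fixed; control set: Peptide-free naked vesicles (low) and QL9 vesicles with 0.7% DMSO vehicle (high)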
Salmonella PhoP GFP – inhibitors of PhoP regulon expression, primary screen, Salmonella Typhimurium, GFP reporter (AID 1863); 300,000 compounds, 0.16% hits; inhibition, % at 50 µM, or IC50 in µM where a hit was titrated; S. Typhimurium PhoP-regulated promoter GFP reporter, 4 h; higher % means a stronger effect;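 active = inhibition over 29.93%, a cutoff 3 SD above the screen mean, later confirmed by dose response; inconclusive = inhibition over 29.93% but no dose response follow-up; inactive = inhibition at most 29.93% or unconfirmed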;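 also: 0% = low Mg2+ inducing control and 100% = high Mg2+ repressing control; strong numbers were not always called active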
NS5 inhibitors – Dengue-2 NS5 methyltransferase inhibitors, primary screen, biochemical, confirmation dose response (AID 588689). Dengue-2 NS5 methyltransferase capping enzyme assay, biochemical; higher % means a stronger effect. inhibition, % at 25 µM; hits with a dose series show IC50 in µM. 340,000 compounds, 0.3% hits; in the data active = a potency from the dose series; inconclusive = inhibition above about 29% without an active follow-up result
RSV CPE inhibition – RSV antiviral activity via CPE protection, HEp-2 cells, primary 10 µM value included (AID 2391) | HEp-2 cells, RSV-induced CPE inhibition; higher % means a stronger effect | CPE inhibition, % at 10 µM, or IC50 in µM where a hit was titrated | 310,000 compounds, 0.13% hits; in the data active = a potency from the dose series; inconclusive = CPE inhibition mostly from about 23% at the one dose, without a potency; inactive = the rest, 99 in 100 with CPE inhibition below about 21%; also: strong numbers were not always called active
West Nile antiviral – West Nile virus antiviral activity, cell-based, CPE readout (AID 1621); one-dose CPE inhibition, % at 10 µM; IC50 in µM for titrated hits; West Nile virus-infected cells, CPE inhibition; higher % means a stronger effect; 290,000 compounds, 0.02% hits; in the data active = a potency from the dose series; inconclusive = CPE inhibition mostly from about 3.7% at the one dose, without a potency; inactive = the rest, 99 in 100 with CPE inhibition below about 2.2%; also: strong numbers were not always called active
NTR1 ag – agonists of NTR1, primary screen, imaging, U2OS cells, beta-arrestin-GFP, high content (AID 493036); Neurotensin receptor type 1 (Homo sapiens), P30989; activation, % at 20 µM; NTR1-U2OS beta-arrestin-GFP spot imaging, agonist mode; 330,000 compounds, 0.17% hits;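 active = activation at or above 40% of the spot to cytoplasm intensity ratio, with at least 20 cells analyzed; inconclusive = wells under 20 cells, flagged as cytotoxic or low count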;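 also: 0% = DMSO without peptide and 100% = 100 nM NTR1 peptide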
Target sequence (P30989 whole entry, looked up): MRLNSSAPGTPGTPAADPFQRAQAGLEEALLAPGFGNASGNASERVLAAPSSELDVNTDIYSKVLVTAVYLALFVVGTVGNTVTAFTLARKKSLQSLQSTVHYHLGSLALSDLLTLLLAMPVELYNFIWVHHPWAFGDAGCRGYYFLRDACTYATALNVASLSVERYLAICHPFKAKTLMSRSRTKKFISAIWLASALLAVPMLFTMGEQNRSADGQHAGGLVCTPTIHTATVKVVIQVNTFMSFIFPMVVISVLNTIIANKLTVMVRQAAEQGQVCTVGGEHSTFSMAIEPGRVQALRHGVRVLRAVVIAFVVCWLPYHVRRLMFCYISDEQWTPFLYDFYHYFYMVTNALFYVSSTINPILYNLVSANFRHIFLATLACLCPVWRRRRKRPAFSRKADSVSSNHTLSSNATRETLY
Rac1 GTP hydrolysis – MgcRacGAP GTPase-activating activity inhibitors, confirmation, biochemical, ADP Hunter fluorescence; Rac GTPase-activating protein 1 (Homo sapiens); MgcRacGAP-stimulated Rac1 GTP hydrolysis, ADP Hunter fluorescence; higher % means a stronger effect; GST-tagged Rac1 F28L mutant substrate; inhibition, % at 30 µM; hits with a dose series show IC50 in µM; 340,000 compounds, 0.6% hits;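 active = first-screen hits whose inhibition reached a set limit at any dose in the follow-up dose series; inconclusive = inhibition above the set first-screen limit but never retested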;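 also: fluorescence reports GDP produced by GAP-driven GTP hydrolysis; strong numbers were not always called active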
T cell HTS vesicle-bound % – further read-out of T cell HTS, marked with its call; double positive events, %; measured here: CD8+ vesicle-bound cell fraction;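 binding gate set so that unloaded-vesicle control wells show 10% double positive cells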
NTR1 ag cell count 20 µM – recorded beside NTR1 ag, whose call it bears; cell count; measured here: cell count, cytotoxicity flag
NS5 inhibitors pilot replicate – also measured in NS5 inhibitors; calls as there; inhibition, %; measured here: pilot screen replicate inhibition
An asterisk follows results filed as active; i = inactive; ? = inconclusive; . = not tested or not shown; [ ] = dose if it differs, or a comment.

SMILES | Large T inhibition | UTI89 phage lysis | T cell HTS | T cell HTS vesicle-bound % | Salmonella PhoP GFP | NS5 inhibitors | RSV CPE inhibition | West Nile antiviral | NTR1 ag | NTR1 ag cell count 20 µM | Rac1 GTP hydrolysis | others
Nc1c(/C=C2/C=CC(=O)C(O)=C2)c(=O)nc2sc(CC(=O)N3CCCCC3)nn12 | 1.9µM* | 0.8% | i | 16 | 8% | -91% | -1.2% | -0.2% | 0.2 | 81 | ?
COc1ccccc1N=C1NC(=O)/C(=C/c2ccc(N(C)C)cc2)S1 | 17% | 1.2% | i | 34 | -75% | -15% | 2.3% | 1.0% | -2.8 | 53 | 16%
O=C(O)C1C2C=CC(C2)C1C(=O)NCc1ccccc1F (stereo not given) | 6% | 0.1% | i | 63 | 2% | -1% | 0.7% | 0.1% | 0.5 | 65 | 8% | NS5 inhibitors pilot replicate=-1.2
CN(c1ccccc1)S(=O)(=O)c1ccc(Cl)c(C(=O)Nc2nn[nH]n2)c1 | -10% | -0.6% | i | 7 | 2% | 3% | 1.4% | -0.1% | -0.1 | 41 | -5%
COc1ccc(S(=O)(=O)N(CC(=O)Nc2ccc3c(c2)OCO3)c2ccccc2OC)cc1 | 12% | 13% | i | 5 | -5% | -5% | 1.3% | 0.4% | 1.9 | 40 | 5%
CC(=O)Nc1ccc(NC(=O)CSc2nnc(-c3cccs3)n2N)cc1 | 8% | 0.2%[50 µM] | i | 32 | 3% | 9% | 0.0% | . | 0.9 | 53 | -1%
CCOCCCn1cnc2c([nH]c3cc(OC)ccc32)c1=O | 11% | 0.0% | i | 25 | -1% | -5% | 0.9% | -0.2% | -0.8 | 84 | 9%
CCCCc1ccc(NC(=S)NCc2cccnc2)cc1 | 7% | 14% | i | 43 | 12% | -5% | 2.6% | -2.1% | 1.2 | 31 | 8%
Nc1nnc(N2CCCCCC2)s1 | 11% | 1.0% | i | 13 | 3% | -6% | 0.1% | -0.4% | -0.8 | 67 | 9%
Cc1cc(C)c(NC(=O)c2cc(=O)c3ccccc3o2)c(C)c1 | -2% | -0.2% | i | 30 | 9% | -2% | 18% | -1.7% | 0.7 | 55 | 5%
C/C(CC(=O)Nc1ccc2c(c1)OCCO2)=N\NC(=O)COc1ccccc1 | 6% | 0.3% | i | 43 | 3% | -4% | 1.3% | -0.8% | 0.6 | 63 | -1%
COc1cccc(NC(=O)NCCCSC2CCCCC2)c1 | 16% | 3.9% | i | 37 | -6% | -3% | 2.2% | -0.7% | 1.5 | 57 | 0%
O=C1CC(N2CCN(c3ccc(F)cc3)CC2)C(=O)N1c1ccccc1 (stereo not given) | 8% | 0.1% | i | 1 | 3% | 1% | 2.0% | 0.3% | 0.6 | 33 | 2%
Cc1nc2ccccn2c1CN(C)C(=O)C1CCC(=O)N(CCc2cccc(F)c2)C1 (stereo not given) | 18% | 0.1% | i | 33 | 1% | -11% | 0.9% | -0.2% | -0.7 | 55 | 4%
COc1ccc(COc2cc(-c3cccc(OC)c3)nc3ccc(NC(=O)c4ccc(C)cc4)cc23)cc1 | 7% | 1.7% | i | 12 | 1% | -8% | -1.1% | 1.4% | 0.9 | 81 | 6%
O=C1NC2(CCCCC2)C(=O)N1Cc1cc(=O)n2ccsc2n1 | 10% | 0.0% | i | 27 | -5% | -2% | -0.5% | 0.0% | 0.8 | 37 | 2%
COc1cc(NC(=O)N[C@@H](Cc2ccccc2)C(=O)O)cc(OC)c1 | 8% | 0.6% | i | 3 | -4% | 1% | 2.6% | 0.0% | 1.0 | 43 | 3%
CC(=O)N1CCN(CC(=O)Nc2c(Cl)ccc(C)c2Cl)CC1 | 3% | 0.4% | i | 56 | -8% | -6% | 2.1% | 16% | 0.0 | 37 | 3%
COC(=O)c1nc2n(n1)C(c1ccccc1OC)C1=C(CCCC1=O)N2 (stereo not given) | 1% | 0.9% | i | 50 | 21% | 1% | 0.9% | 0.1% | 0.0 | 38 | 4%
Cc1ccccc1NC(=O)CN(C)S(=O)(=O)c1ccc2c(c1)n(C)c(=O)c(=O)n2C | 5% | 0.6% | i | 8 | -6% | 1% | 0.0% | -0.2% | 0.5 | 65 | 8%

Next part, overlapping the part above by 5 compounds.
SMILES | Large T inhibition | UTI89 phage lysis | T cell HTS | T cell HTS vesicle-bound % | Salmonella PhoP GFP | NS5 inhibitors | RSV CPE inhibition | West Nile antiviral | NTR1 ag | NTR1 ag cell count 20 µM | Rac1 GTP hydrolysis | others
O=C1NC2(CCCCC2)C(=O)N1Cc1cc(=O)n2ccsc2n1 | 10% | 0.0% | i | 27 | -5% | -2% | -0.5% | 0.0% | 0.8 | 37 | 2%
COc1cc(NC(=O)N[C@@H](Cc2ccccc2)C(=O)O)cc(OC)c1 | 8% | 0.6% | i | 3 | -4% | 1% | 2.6% | 0.0% | 1.0 | 43 | 3%
CC(=O)N1CCN(CC(=O)Nc2c(Cl)ccc(C)c2Cl)CC1 | 3% | 0.4% | i | 56 | -8% | -6% | 2.1% | 16% | 0.0 | 37 | 3%
COC(=O)c1nc2n(n1)C(c1ccccc1OC)C1=C(CCCC1=O)N2 (stereo not given) | 1% | 0.9% | i | 50 | 21% | 1% | 0.9% | 0.1% | 0.0 | 38 | 4%
Cc1ccccc1NC(=O)CN(C)S(=O)(=O)c1ccc2c(c1)n(C)c(=O)c(=O)n2C | 5% | 0.6% | i | 8 | -6% | 1% | 0.0% | -0.2% | 0.5 | 65 | 8%
Cc1ccc(-c2ccc(=O)n(CC(=O)NCc3ccco3)n2)cc1 | 3% | 0.4% | i | 43 | 7% | -3% | 1.9% | 0.6% | -0.6 | 71 | 6%
COc1ccc(-c2csc(N3C(=N)SCC3=O)n2)cc1 | 4% | 0.2% | i | 41 | -3% | 0% | 1.6% | 0.8% | -0.2 | 36 | 10%
O=C(O)CCN1C(=O)C2C3c4ccccc4C(c4ccccc43)[C@@H]2C1=O (stereo not given in full) | 7% | 0.2% | i | 32 | -7% | 6% | -0.6% | 0.0% | 2.4 | 61 | 10%
O=C(/C=C/c1ccc(Cl)cc1)NCc1ccco1 | -1% | 0.5% | i | 31 | -8% | -1% | 1.9% | -0.8% | -0.1 | 42 | 0%
CCOc1ccc(C(=O)O/N=C(\N)c2ccc([N+](=O)[O-])cc2)cc1OCC | 7% | 0.1%[50 µM] | i | 3 | 13% | -1% | 1.7% | 0.8% | 6.9 | 70 | 7%
O=C(OCCc1cc2ccccc2c(=O)o1)c1cccs1 | . | 0.4% | i | 28 | . | -6% | -0.3% | . | -1.2 | 63 | 2%
O=C(c1ccc(F)cc1)N(Cc1ccccc1)C1CCS(=O)(=O)C1 (stereo not given) | -1% | 0.1% | i | 14 | 1% | -10% | 0.8% | -0.1% | -0.9 | 53 | -5%
CCCOC(=O)c1[nH]c2c(c1C)C(=O)CC(c1ccc(OC)c(OC)c1)C2 (stereo not given) | 9% | 1.9%[50 µM] | i | 50 | -1% | 4% | 2.8% | -0.8% | 5.9 | 67 | 7%
CCCOc1ccc(C(C)=O)cc1CC(C(=O)OCC)C(=O)OCC | 10% | 0.2% | i | 36 | 10% | -2% | 2.1% | -0.3% | 1.1 | 80 | 5%
CCOC(=O)N1CCN(C(=O)CNC(=O)c2nn(-c3ccc(OC)cc3)c(=O)c3ccccc23)CC1 | 7% | 0.4% | i | 31 | -3% | -5% | 0.2% | 0.7% | 0.0 | 79 | 10%
Cc1ccc2c(c1)C(c1ccc(F)cc1)N(C(=O)c1ccccc1Br)CC(=O)N2 (stereo not given) | 9% | -0.1% | i | 14 | 1% | -3% | 0.0% | -1.3% | 1.5 | 63 | 3%
Cc1cc(C)c(C#N)c(SCC(=O)Nc2cc(C)on2)n1 | . | 0.5%[50 µM] | i | 54 | . | -5% | . | . | -1.7 | 49 | 6%
CC1Sc2ccc(S(=O)(=O)CCC(=O)Nc3ccccn3)cc2NC1=O (stereo not given) | -10% | 0.2% | i | 16 | 8% | -4% | 1.7% | -0.8% | 0.2 | 72 | 9%
COc1ccccc1C(=O)NC1CC(C)(C)NC(C)(C)C1 | 16% | -0.4% | i | 39 | 0% | 1% | 1.5% | -0.6% | 0.7 | 52 | 2%
O=C(Nc1nccs1)C1CC(=O)N(CCc2ccc(F)cc2)C1 (stereo not given) | -2% | -0.1% | i | 38 | 9% | -3% | 8.0% | -0.6% | 2.7 | 65 | 6%
Cc1cc(C)cc(Oc2ccc(N)cc2)c1 | 21% | 2.7% | i | 10 | 13% | -7% | -0.3% | -0.1% | 1.7 | 57 | 13%
Cc1ccc(C)c(SCC(=O)c2ccc[nH]2)c1 | 3% | 0.2% | i | 7 | -5% | 5% | 1.2% | -0.7% | 4.0 | 41 | 5%
N#CCNC1CC(=O)N(c2ccc(F)cc2)C1=O (stereo not given) | 14% | 0.2% | i | 70 | -2% | 1% | -0.2% | -0.5% | -0.4 | 63 | 12%
O=C(NC1CCCC1)C1CCN(S(=O)(=O)c2cccc3cccnc23)CC1 | 9% | 1.6% | i | 47 | -5% | -10% | 2.1% | -0.4% | -0.8 | 64 | 6%
COc1cccc(C(=O)CN2CCN(S(=O)(=O)c3ccc(Br)cc3)CC2)c1 | 7% | 0.0% | i | 18 | -5% | -8% | 0.3% | -0.1% | 0.1 | 60 | 17%
COc1ccc(-c2noc(CCC(=O)NCCN(C)Cc3ccccc3)n2)cc1 | 16% | -0.2% | i | 24 | 6% | 1% | 1.8% | 0.1% | -0.5 | 57 | 6%
CC1=NN(c2nc(C)cc(C)n2)C(=O)C1CCC(C)C (stereo not given) | 8% | 12% | i | 35 | 8% | -3% | 4.3% | 0.0% | -1.1 | 89 | 0%
